tim10-1 inh – inhibits growth of tim10-1 mutant yeast. S. cerevisiae tim10-1 ts strain growth, BacTiter-Glo, 24 h. inhibition, % at 20 µM. hit rate 2.2% among 330,000;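 active means inhibition of at least 40%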;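 further: mutant grown at 25 °C; 0% = DMSO wells with yeast and 100% = wells holding no yeast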
Mdm2-MdmX inh – inhibitors of human Mdm2/MdmX interaction | O15151+Q00987 | SaOS-2 split-luciferase Mdm2/MdmX complementation, luminescence | inhibition, % at 8 µM | hit rate 3% among 330,000;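 active means inhibition of at least 50% at 8 µM in the primary screen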
Target sequence (O15151 whole entry, looked up): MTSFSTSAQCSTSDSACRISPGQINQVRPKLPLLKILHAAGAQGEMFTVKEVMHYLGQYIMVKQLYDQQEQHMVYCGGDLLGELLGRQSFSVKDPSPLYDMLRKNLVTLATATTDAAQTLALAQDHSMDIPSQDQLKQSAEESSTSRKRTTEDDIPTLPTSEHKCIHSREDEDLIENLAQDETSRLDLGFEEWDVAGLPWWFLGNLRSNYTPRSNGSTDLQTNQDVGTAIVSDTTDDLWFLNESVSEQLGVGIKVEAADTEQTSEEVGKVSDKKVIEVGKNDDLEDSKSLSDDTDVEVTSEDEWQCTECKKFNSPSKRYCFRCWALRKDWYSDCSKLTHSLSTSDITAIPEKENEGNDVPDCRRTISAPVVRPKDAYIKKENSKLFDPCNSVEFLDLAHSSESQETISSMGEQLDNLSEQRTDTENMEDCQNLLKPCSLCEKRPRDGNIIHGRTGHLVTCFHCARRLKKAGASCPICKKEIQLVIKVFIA
Target sequence (Q00987 whole entry, looked up): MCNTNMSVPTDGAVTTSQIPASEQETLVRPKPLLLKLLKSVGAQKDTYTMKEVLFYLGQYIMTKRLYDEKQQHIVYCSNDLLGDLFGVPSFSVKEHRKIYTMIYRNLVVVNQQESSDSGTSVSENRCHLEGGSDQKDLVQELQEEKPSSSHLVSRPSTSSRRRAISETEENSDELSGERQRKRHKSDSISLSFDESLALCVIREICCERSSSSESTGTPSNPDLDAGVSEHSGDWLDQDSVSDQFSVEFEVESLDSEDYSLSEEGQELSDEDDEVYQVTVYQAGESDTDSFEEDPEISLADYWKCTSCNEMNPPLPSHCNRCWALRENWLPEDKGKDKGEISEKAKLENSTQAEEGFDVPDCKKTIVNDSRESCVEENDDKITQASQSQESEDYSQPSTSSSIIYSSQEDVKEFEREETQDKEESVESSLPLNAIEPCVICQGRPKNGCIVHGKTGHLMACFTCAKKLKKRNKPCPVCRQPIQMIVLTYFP
697 NFkB inh – inhibitors of the PMA/ionomycin-induced NF-kB reporter in 697 B cells; AID 435022; 697 B-cell NF-kB luciferase reporter, 16 h; inhibition, % at 4 µM; hit rate 0.33% among 330,000; in the data active means inhibition above about 35%
CHOP UPR activ – apoptotic UPR (CHOP) activation. CHO-CHOP luciferase reporter, luminescence; percent of tunicamycin response over DMSO baseline. hit rate 0.34% among 330,000. AID 449763. activation, % at 10 µM;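 active means at 10 µM dose, activation of 40% or more, normalized to positive control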;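 further: 100% = tunicamycin at 10 µg/mL and 0% = DMSO alone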
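Material: CHO-CHOP cells, stable luciferase reporter of PERK-eIF2a-CHOP signalling; quantity: 500 reporter cells seeded per well; buffer or medium: F12 medium containing 10% fetal bovine serum; compound: one dose, 10 µM in 0.5% DMSO; incubation: 6 h compound treatment, 37 °C; measured by: Steady-Glo luciferase luminescence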
tim23-1 inh – growth inhibitors of tim23-1 mutant yeast; S. cerevisiae tim23-1 growth, BacTiter-Glo luminescence, 24 h; inhibition, % at 20 µM; hit rate 1.3% among 330,000; AID 463212;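 active means growth inhibition of the mutant yeast at or above 50%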;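 further: temperature-sensitive mutant grown at 25 °C; plate controls were DMSO-treated mutant yeast for no effect and medium wells lacking yeast for full effect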
Jurkat NFkB inh – inhibitors of the PMA/ionomycin-induced NF-kB reporter in Jurkat cells; PMA/ionomycin-induced NF-kB luciferase reporter, luminescence; inhibition, % at 4 µM; hit rate 0.53% among 330,000; in the data active means inhibition above about 50%
TIM10 inh – inhibits growth of TIM10 yeast strain; S. cerevisiae TIM10 strain growth, BacTiter-Glo luminescence, 24 h; inhibition, % at 10 µM; hit rate 1.4% among 330,000; AID 463195;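 active means inhibition of 40% or more at the single tested concentration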;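 further: wild-type TIM10 isogenic control strain grown at permissive 25 °C; 0% = DMSO yeast wells and 100% = minimal medium wells without yeast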
XBP1 UPR activ – adaptive UPR (XBP1) activation | AID 463104 | activation, % at 20 µM | CHO-XBP1 luciferase reporter, IRE1-XBP1 UPR activation, luminescence; percent of tunicamycin response, DMSO as zero | hit rate 0.33% among 330,000;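 active means versus positive control, 20 µM dose yields 30% or more activation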;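 further: 100% = tunicamycin at 10 µg/mL and 0% = DMSO only wells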
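Assay system: IRE1-XBP1 luciferase reporter CHO line. Input: 1000 cells/well. Buffer or medium: F12 with 10% serum. Doses: 20 µM, 1% DMSO. Times: overnight seeding at 37 °C, 6 h compound treatment at 37 °C. Technique: Steady-Glo luciferase glow luminescence, 10 min after reagent addition.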
Numbers without * were called inactive.

The first 13 entries (preview)
Fields: Jurkat NFkB inh	697 NFkB inh	tim23-1 inh	CHOP UPR activ	Mdm2-MdmX inh	tim10-1 inh	TIM10 inh	XBP1 UPR activ
O=C(c1ccc(S(=O)(=O)N2CCOCC2)cc1)N1CCOCC1
 : 1	10	-3	0.7	4	-7	11	-2
O=C(NC(=S)NC1CCCCC1)c1ccc(Cl)cc1
 : -101	-164	67*	5.0	-49	35	38	2
O=S(=O)(c1ccccc1)c1nc(-c2cccs2)oc1NCc1cccnc1
 : 1	-37	17	1.4	-37	0	-1	0
O=C(Cc1ccc([N+](=O)[O-])cc1)N1N=C(c2ccncc2)CC1(O)C(F)(F)F (stereo unspecified)
 : 8	11	0	-0.6	8	-1	-8	-2
O=C(COc1ncnc2sccc12)Nc1cccc(S(=O)(=O)N2CCOCC2)c1
 : -2	11	4	-0.9	-12	0	3	-2
O=C(CN1C(=O)C2C3C=CC(C3)C2C1=O)N1CC=C(c2ccccc2)CC1 (stereo unspecified)
 : -17	1	19	-3.1	4	16	10	2
CC1CCN(c2nnc(N3CCC(C)CC3)c3ccccc23)CC1
 : 8	-1	70*	-0.2	15	13	15	2
Cc1ccc(Nc2nc(N3CCOCC3)c3ccccc3n2)cc1
 : -9	-14	1	1.2	32	-1	-2	9
c1cncc(-c2nnc(-c3cccs3)o2)c1
 : -11	-23	-3	2.2	-10	2	16	2
Cc1csc(=O)n1CCC(=O)OCC(=O)NNC(=O)c1ccc(Br)cc1
 : 0	7	-4	0.3	9	-11	-3	-2
Cc1ccc(/C=C\c2nccc3c2[nH]c2ccccc23)cc1
 : -51	-23	26	1.0	24	-4	35	-1
CN(C)S(=O)(=O)c1ccc(C(=O)Nc2cc3c(cc2C(=O)O)OCCCO3)cc1
 : 8	-6	8	-1.9	9	7	5	-6
COc1ccc(CN(C)C(=O)Cc2ccc(S(=O)(=O)N3CCOCC3)s2)cc1OC
 : 4	12	17	1.7	9	15	11	-2

Results, from the first entry:
Fields: Jurkat NFkB inh	697 NFkB inh	tim23-1 inh	CHOP UPR activ	Mdm2-MdmX inh	tim10-1 inh	TIM10 inh	XBP1 UPR activ
O=C(c1ccc(S(=O)(=O)N2CCOCC2)cc1)N1CCOCC1
 : 1	10	-3	0.7	4	-7	11	-2
O=C(NC(=S)NC1CCCCC1)c1ccc(Cl)cc1
 : -101	-164	67*	5.0	-49	35	38	2
O=S(=O)(c1ccccc1)c1nc(-c2cccs2)oc1NCc1cccnc1
 : 1	-37	17	1.4	-37	0	-1	0
O=C(Cc1ccc([N+](=O)[O-])cc1)N1N=C(c2ccncc2)CC1(O)C(F)(F)F (stereo unspecified)
 : 8	11	0	-0.6	8	-1	-8	-2
O=C(COc1ncnc2sccc12)Nc1cccc(S(=O)(=O)N2CCOCC2)c1
 : -2	11	4	-0.9	-12	0	3	-2
O=C(CN1C(=O)C2C3C=CC(C3)C2C1=O)N1CC=C(c2ccccc2)CC1 (stereo unspecified)
 : -17	1	19	-3.1	4	16	10	2
CC1CCN(c2nnc(N3CCC(C)CC3)c3ccccc23)CC1
 : 8	-1	70*	-0.2	15	13	15	2
Cc1ccc(Nc2nc(N3CCOCC3)c3ccccc3n2)cc1
 : -9	-14	1	1.2	32	-1	-2	9
c1cncc(-c2nnc(-c3cccs3)o2)c1
 : -11	-23	-3	2.2	-10	2	16	2
Cc1csc(=O)n1CCC(=O)OCC(=O)NNC(=O)c1ccc(Br)cc1
 : 0	7	-4	0.3	9	-11	-3	-2
Cc1ccc(/C=C\c2nccc3c2[nH]c2ccccc23)cc1
 : -51	-23	26	1.0	24	-4	35	-1
CN(C)S(=O)(=O)c1ccc(C(=O)Nc2cc3c(cc2C(=O)O)OCCCO3)cc1
 : 8	-6	8	-1.9	9	7	5	-6
COc1ccc(CN(C)C(=O)Cc2ccc(S(=O)(=O)N3CCOCC3)s2)cc1OC
 : 4	12	17	1.7	9	15	11	-2
O=C(Nc1cccc(-c2csc(Nc3ccc(Cl)cc3)n2)c1)c1cccc(C(F)(F)F)c1
 : 4	-77	35	0.7	58*	18	25	0
O=C(NCCOc1cccnc1)c1ccc(OC2CCN(Cc3ccccn3)CC2)cc1
 : 14	21	1	5.2	20	-17	3	2
COc1ccc(S(=O)(=O)N2CC(=O)Nc3ccccc32)cc1C
 : -6	4	3	-0.9	16	-7	-3	-3
O=C(c1cccs1)N1CCC(c2ccccc2)C1 (stereo unspecified)
 : -64	-48	5	2.6	-103	17	1	2
O=c1c(S(=O)(=O)c2ccc(Cl)cc2)cn(Cc2ccccc2)c2ccc(F)cc12
 : 1	-4	-22	2.3	25	-9	-14	-2
COc1ccc(OC)c(CC(=O)N2CCc3cc(OC)c(OC)cc3C2)c1
 : -4	-27	15	1.3	-18	21	-9	-3
COc1ccc(Oc2coc3cc(OC(=O)N4CCOCC4)ccc3c2=O)cc1
 : 13	19	21	-1.7	18	14	0	-1
CCCCn1c(N)c(N(CC(C)C)C(=O)CSCc2ccc(Cl)c(Cl)c2)c(=O)[nH]c1=O
 : 5	19	9	1.1	-3	-7	2	2
Cc1cccc(NS(=O)(=O)c2cc([N+](=O)[O-])ccc2C)n1
 : -16	-1	10	-1.0	-3	1	-4	-3
CCc1ccccc1OCC(=O)Nc1ccc(F)c(S(=O)(=O)N2CCOCC2)c1
 : 1	10	36	0.7	11	40	23	0
CC(C)(C)NC(=O)/C(=C\c1ccco1)NC(=O)c1ccco1
 : 3	-6	5	-0.1	-2	6	-12	-4
CC(C)(C)N1CC(c2nc3ccccc3n2Cc2ccccc2)CC1=O (stereo unspecified)
 : -8	-8	10	-0.7	9	18	-3	-3
O=C(CSc1nnc(-c2ccc3c(c2)OCO3)o1)Nc1ncc(Cl)cc1Cl
 : 0	-33	18	-3.3	27	18	-4	1
CC1(C)CN(c2ccccc2)N(C(=O)c2ccc(C#N)cc2)C1=O
 : 11	18	25	0.6	7	17	28	3
CC(O)CN(Cc1ccc(Cl)cc1)CC(C)O (stereo unspecified)
 : -6	-16	6	-0.9	14	-9	10	0
CCN(C(=O)COC(=O)Cc1cccc2ccccc12)C1CCS(=O)(=O)C1 (stereo unspecified)
 : -4	12	-2	-3.4	21	-10	-2	-2
CCOc1ccc(S(=O)(=O)Nc2ccc(C(=O)NCCCN3CCCC3=O)cc2)cc1
 : 9	18	-11	-3.1	12	-19	-10	-3

Next entries:
Fields: Jurkat NFkB inh	697 NFkB inh	tim23-1 inh	CHOP UPR activ	Mdm2-MdmX inh	tim10-1 inh	TIM10 inh	XBP1 UPR activ
COc1ccc(CCNC(=O)/C(=C/c2cccnc2)NC(=O)c2ccccc2)cc1
 : -6	1	8	-2.4	24	16	10	-3
Cc1ccc(SC[C@H](Cc2ccccc2)N2CC[C@@H](C)CCC2=O)cc1
 : 5	-4	39	-3.5	33	23	28	2
COc1ccc(-c2nnc3ccc(SCC(=O)NCC4CCCO4)nn23)cc1 (stereo unspecified)
 : -6	20	-4	-2.3	-4	0	3	1
COc1ccc(NC(=O)C2CC(=O)N(CCc3ccc(F)cc3)C2)c(OC)c1 (stereo unspecified)
 : 18	3	4	2.7	-1	-1	-1	2
Cc1cccc(NC(=O)c2c([N+](=O)[O-])cnn2C)c1
 : -3	-35	11	0.6	4	6	-4	-2
O=C(NCc1ccc(N2CCCC2=O)cc1)c1cn(CCc2ccccc2)nn1
 : -3	-2	-1	0.7	15	12	-32	-2
CCOc1ccc(-n2c(=O)c3sccc3n(CC(=O)NCCc3ccc(OC)c(OC)c3)c2=O)cc1
 : 5	27	8	1.3	-16	-2	8	-4
O=C(O)c1nn2c(c1Br)NC(c1ccccc1)CC2C(F)(F)F (stereo unspecified)
 : 8	21	-7	-0.2	27	8	-14	4
Cn1nnc(NCc2cc(Br)ccc2OCc2ccccc2F)n1
 : 13	9	-4	-0.6	21	17	4	-2
O=c1c2cc(Cl)ccc2[nH]c(=S)n1Cc1ccco1
 : 4	8	5	0.4	14	31	-2	-2
COC(=O)C1=C(N)Oc2cc(N(C)C)ccc2C1c1ccccc1OC (stereo unspecified)
 : 37	-101	21	2.3	61*	29	42*	3
O=C(Nc1ccccc1N1CCN(C(=O)c2ccccc2)CC1)c1ccc(Cl)cc1
 : -12	6	31	-1.0	18	21	-10	-1
COc1cccc(N2CCN(C(=O)c3cc4c(=O)n(Cc5ccccc5)ccc4nc3C)CC2)c1
 : -3	-7	10	-3.3	6	14	8	-5
COc1ccc2c(c1)c(=O)oc1cc3occ(C(C)(C)C)c3cc12
 : 1	-17	16	2.2	23	2	0	5
CC1=CC(C)(C)n2c(O)c(N=N)c3c(C)ccc1c32
 : -1	12	34	0.2	19	4	20	3
Cc1[nH]n(-c2ccc([N+](=O)[O-])cc2)c(=O)c1C=NCCc1ccc(S(N)(=O)=O)cc1
 : -19	-34	18	0.4	-31	25	-2	-2
CCOC(=O)c1c(S(=O)(=O)NCC(=O)Nc2ccccc2F)c(C)n(C)c1C
 : -10	6	8	-0.9	-18	-7	10	-2
COc1cccc(NC(=O)C(OC(=O)c2ccc([N+](=O)[O-])o2)c2ccccc2)c1 (stereo unspecified)
 : 6	-6	21	0.8	2	21	29	-2
COc1cccc(NC(=O)c2nn(C)cc2Br)c1
 : -47	-4	11	-0.7	5	-3	14	8
O=C(COC(=O)C1CCCC1)Nc1ncc(Cl)cc1Cl
 : 1	-4	6	1.0	0	-4	-2	1
COc1ccc(C2CC(=O)Oc3c(C(CCN4CCCC(C)C4)c4ccc(N(C)C)cc4)c(OC)cc(OC)c32)cc1 (stereo unspecified)
 : 0	-5	8	-0.9	24	4	8	1
Cc1oc2cc(OC(C)C(=O)O)ccc2c(=O)c1Oc1ccccc1 (stereo unspecified)
 : 2	7	8	-0.9	-5	4	-10	-3
Cc1ccc(NC(=O)c2cc(S(=O)(=O)N3CCOCC3)cs2)cc1
 : 21	15	18	1.2	12	12	2	4
COc1cccc(-n2c(COc3ccc(C)cc3)nnc2SCC(N)=O)c1
 : -4	-4	1	-1.7	10	6	-12	1
O=C(CNC(=O)COc1ccccc1)NCCN1CCOCC1
 : 5	12	8	-0.4	13	12	-3	-2
COC(=O)c1cccc(-c2noc(-c3ccccc3F)n2)c1
 : -35	-89	2	-2.4	-1	19	9	-5
COc1cc(OC)c(NC(=O)c2ccc(Br)o2)cc1Cl
 : -2	16	34	1.5	35	22	38	-1
O=S(=O)(Nc1ccc(S(=O)(=O)Nc2ncccn2)cc1)c1ccc(Cl)cc1
 : 7	3	7	-0.7	10	-21	9	-5
O=C(COC(=O)c1oc2ccccc2c1CSc1ccc(Cl)cc1)NC1CCCC1
 : -3	1	-8	-0.5	23	20	3	1
O=C(CCCCCCN1C(=O)c2ccccc2C1=O)NC1CCCCC1
 : 15	-17	-10	0.1	-13	15	-6	-2

Next entries.
Fields: Jurkat NFkB inh	697 NFkB inh	tim23-1 inh	CHOP UPR activ	Mdm2-MdmX inh	tim10-1 inh	TIM10 inh	XBP1 UPR activ
OCC[C@@H]1C[C@@H](O)[C@H](O)[C@]2(CCCO2)O1
 : 0	13	-3	-0.2	11	-15	-5	-1
CCOC(=O)/C=C/C(=O)OCC(=O)NCc1ccccc1
 : 2	-4	34	-0.6	1	36	42*	0
Cn1nnc(-c2ccc(OCc3ccccc3F)cc2)n1
 : -169	-174	19	1.3	-133	12	-6	3
CCN1CCc2nc(NC(=O)CC(c3ccccc3)c3ccccc3)sc2C1
 : 11	-13	9	-1.4	-4	13	20	-7
